Screens from PubChem BioAssay.
AMA1 RON2 block: AMA1-RON2 (P. falciparum) interaction inhibition. 0.2% of 360,000 active. Potency, µM (top dose mostly 58.2 µM), for the others: at the highest dose activity change, negative = inhibition, most hits filed as inhibitors. AlphaScreen AMA1-biotinylated RON2 peptide binding;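 note: potency is the fitted concentration of half-maximal effect; 0% = vehicle wells and -100% = peptide control; nearly all actives have a fitted effect of over 45% in size; some results filed as inactive show a strong effect at the top dose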
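AMA1 (3D7) with his tag at 25 nM final met compounds first, then biotinylated RON2 peptide at 25 nM; detection used donor plus acceptor beads, 10 µg/mL apiece, read by AlphaScreen after 30 min at room temperature.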
CHX counter: counter-screen hit for Shiga toxin inhibitors, cycloheximide; cell reporter, cycloheximide protein synthesis inhibition counterscreen; max response, %; 12% of 300,000 active; AID 2314; in the data active = max response mostly above about 13%, no sharp cut-off; inactive = mostly below about 14%; note: read at 38.3 µM for the half of the compounds with a filed dose; 0% is about no effect
Pf growth 96h: P. falciparum growth inhibition at 96 hour, primary screen for plastid delayed-death inhibitors | P. falciparum luciferase reporter growth, 96 h | Potency, µM (doses to about 28.7 µM), inactives show at the highest dose activity change, negative = inhibition, actives largely listed as inhibitors | 6.9% of 320,000 active | AID 504834; note: potency is the fitted concentration of half-maximal effect; % is set by controls: 0 for no effect and ±100 for the full control effect
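Two parasite generations (96 h, 37 C, 5% CO2) of compound exposure in infected erythrocytes (0.05% parasitemia, 2% hematocrit). Luciferase-reporter P. falciparum; decreased luminescence indicates inhibited growth, aimed at apicoplast-acting delayed death.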
Pf growth 48h: inhibits P. falciparum growth in the first generation, 48 h | 5.9% of 310,000 active | P. falciparum luciferase growth in erythrocytes, 48 h | Potency, µM (doses to about 28.7 µM), inactives show at the highest dose activity change, negative = inhibition, usual class: inhibitors; note: potency is the fitted concentration of half-maximal effect; % is set by controls: 0 for no effect and ±100 for the full control effect
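Luciferase-expressing P. falciparum in infected erythrocytes (2% hematocrit, 0.1% parasitemia final) in RPMI 1640/0.5% Albumax were exposed to compound for 48 hours at 37 C, 5% CO2; growth read as luminescence.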
Shiga inhibitor: blocks Shiga toxin action in Vero cells. 9.2% of 290,000 active. inhibition, % at 38.7 µM. Vero cells, Shiga toxin protein synthesis inhibition reporter. AID 2315; in the data active = inhibition mostly above about 28%, no sharp cut-off; inactive = mostly below about 43%; note: 0% is about no effect
TbPYK inhibitor: blocks Trypanosoma brucei pyruvate kinase | Q57TT1 | TbPYK enzyme, Kinase-Glo Plus ATP luminescence, 45 min | Potency, µM (top dose mostly 76.8 µM), inactives show at the top dose activity, negative = inhibition, most hits filed as inhibitors | 0.12% of 410,000 active | AID 624173; note: potency is the fitted concentration of half-maximal effect; % is set by controls: 0 for no effect and ±100 for the full control effect; nearly all actives have a fitted effect of over 50% in size
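Glycolytic pyruvate kinase of T. brucei was incubated with substrate, test compound and 130 uM ADP for 45 minutes at room temperature. Luminescent Kinase-Glo Plus signal was measured after 10 minutes.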
LmPK inhibitor: blocks Leishmania mexicana pyruvate kinase activity. Q27686. purified LmPK, Kinase-Glo ATP luminescence, 1 h. Potency, µM (doses to about 57.5 µM), without a hit: top-dose activity change, negative = inhibition, usual class: inhibitors. 0.37% of 290,000 active; note: potency is the fitted concentration of half-maximal effect; % is set by controls: 0 for no effect and ±100 for the full control effect
Target sequence (Q27686 whole entry, looked up): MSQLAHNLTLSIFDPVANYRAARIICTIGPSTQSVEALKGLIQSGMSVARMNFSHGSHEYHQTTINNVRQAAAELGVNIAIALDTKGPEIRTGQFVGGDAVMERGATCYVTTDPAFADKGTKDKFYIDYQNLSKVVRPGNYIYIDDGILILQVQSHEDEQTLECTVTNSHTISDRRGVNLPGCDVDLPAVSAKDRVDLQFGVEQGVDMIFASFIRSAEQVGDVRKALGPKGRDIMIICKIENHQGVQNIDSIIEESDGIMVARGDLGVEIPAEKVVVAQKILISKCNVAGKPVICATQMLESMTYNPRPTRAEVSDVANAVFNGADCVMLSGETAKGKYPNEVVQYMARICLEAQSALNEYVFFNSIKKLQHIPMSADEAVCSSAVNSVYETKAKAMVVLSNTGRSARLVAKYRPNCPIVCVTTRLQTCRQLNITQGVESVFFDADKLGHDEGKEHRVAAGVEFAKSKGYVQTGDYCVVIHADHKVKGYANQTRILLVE
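qHTS format; LmPK 0.1 nM; substrates PEP 0.5 mM and ADP 0.1 mM. One-hour room-temperature incubation, then coupled luciferase luminescence; 0.5 nM enzyme wells mark activation.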
Numbers without * were called inactive; u = inconclusive; x = no result given; & = joins results of further samples; [ ] = remark or other dose. Unless noted, calls come from the whole dose curve; as a rule, active = well fitted curve in the direction sought with a large enough effect; inconclusive = small, poorly fitted or top-dose-only effect, or another doubt; inactive = no such curve, though single readings can be large; an effect the other way counts as inactive or inconclusive.

#1 O=C(CSc1n[nH]c(=O)[nH]c1=O)NCC1CCCCC1
#2 Clc1ccccc1C1CC(c2ccccc2)=Nc2ccccc2N1 (centres undefined)
#3 CCOc1cc2c(cc1OCC)CN(CC(=O)Nc1ccccc1C(=O)NC1CC1)CC2
#4 CCOC(=O)COc1ccccc1/C=N\NC(=O)c1cc2c(ccc3ccccc32)o1
#5 COc1cccc2cc(C(=O)N(Cc3ccccc3)CC3CCCO3)c(=O)oc12 (centres undefined)
#6 O=C(NCc1ccc(Cl)cc1)c1ccc(CSc2nc3ccncc3[nH]2)cc1
#7 CCCNC(=S)N1CCC(NC(=O)C2CCCCC2)CC1
#8 O=c1[nH]nc(SCc2nnc(-c3cccc(Cl)c3)o2)n1C1CCCCC1

entry no. | 1 | 2 | 3 | 4 | 5 | 6 | 7 | 8
AMA1 RON2 block | 2% | -18% | 67%[activator] | -29% | 3% | 8% | 3% | 6%
CHX counter | -2 | 43* | x | -3 | 7 | 2 | -8 | 4
Pf growth 96h | u | 118%[activator] | u | u | u | u | 48%[activator] | -15%
Pf growth 48h | 9% | 60%[activator] | u | -19% | u | u | 24% | -10%
Shiga inhibitor | -9 | 93* | x | 17 | 12 | -4 | 24 | -2
TbPYK inhibitor | 10% | 0% | 1% | -1% | -3% | -5% | -13% | 3%
LmPK inhibitor | 0% | 3% | x | -10% | 0% | 3% | -1% | 0%

#9 Oc1ccccc1/C=N/Nc1nccnc1Cl
#10 COc1ccc(C(=O)C[n+]2ccccc2C)cc1
#11 CC(C)c1ccc(NC(=O)COc2ccccn2)cc1
#12 CC(C)NCC1CCc2cc(CO)c([N+](=O)[O-])cc2N1 (centres undefined)
#13 C=CCSc1nnc(CNC(=O)c2ccc(Cl)cc2)n1CC
#14 COc1cc(Cl)c(C)cc1NC(=O)CCCN1C(=O)CCC1=O
#15 COC(=O)Cc1ccc(NC(=S)N2CCN(c3ccc(OC)cc3)CC2)cc1
#16 COc1ccc(C2NCCn3cccc32)cc1 (centres undefined)

entry no. | 9 | 10 | 11 | 12 | 13 | 14 | 15 | 16
AMA1 RON2 block | -5% | -2% | 0% | -5% | -9% | -19% | 0% | 6%
CHX counter | 38* | -1 | 45* | 3 | -3 | -4 | -2 | 1
Pf growth 96h | -11% | u | 182%[activator] | 40%[activator] | -26%[5.75 µM] | 22% | 48%[activator] | -10%
Pf growth 48h | x | u | 100%[activator] | 35%[activator] | -18% | x | 12% | -17%
Shiga inhibitor | 106 | -5 | 84* | 1 | -12 | -7 | -14 | 13
TbPYK inhibitor | -8% | u | 0% | 2% | 0% | 4% | 0% | 2%
LmPK inhibitor | 16µM* | 2% | 2% | 9% | -1% | -3% | -4% | 3%

#17 CN(CCC#N)C(=O)COC(=O)c1c2c(nc3ccccc13)/C(=C/c1ccco1)CC2
#18 O=C(CC1C(=O)NCCN1Cc1c(F)cccc1Cl)NCCCn1ccnc1 (centres undefined)
#19 C/C(=C\C(=O)c1ccccc1)Nc1ccc2c(c1)OCO2
#20 CC1CCN(C(=O)COC(=O)C2CCN(S(=O)(=O)c3c(Cl)cccc3Cl)CC2)CC1
#21 CC1CCN(C(=O)CN2C(=O)C(=O)N(C)C2=O)c2ccccc2S1 (centres undefined)
#22 COc1ccc(C(=O)C2CCCN(Cc3cccn3-c3nccs3)C2)cc1F (centres undefined)
#23 COc1ccccc1/C=C1/C(=O)N(c2ccc([N+](=O)[O-])cc2)N=C1C
#24 COc1ccc(CNC(=O)CSc2ncnc3ccccc23)cc1OC

entry no. | 17 | 18 | 19 | 20 | 21 | 22 | 23 | 24
AMA1 RON2 block | -17% | 11% | -7% | u | 4% | 36%[activator] | 1% | -4%
CHX counter | 38* | 12 | 37* | x | x | -1 | -1 | 0
Pf growth 96h | -34% | 16% | u | 0% | 26% | 0% | 6% | -4%
Pf growth 48h | 12% | 21% | 167%[activator] | 2% | 19% | u | u | -8%
Shiga inhibitor | 23 | -7 | 50* | x | x | -12 | 14 | -2
TbPYK inhibitor | -19% | 4% | 3% | -9% | -4% | 1% | -6% | 4%
LmPK inhibitor | -8% | -9% | -2% | x | x | -2% | 4% | 0%

#25 COc1ccc(-c2cn(Cc3ccc(C(=O)c4ccccc4)cc3)nn2)cc1
#26 CCCN(CC(=O)Nc1ccc(F)c(F)c1F)C(=O)Cc1ccc(S(=O)(=O)N2CCOCC2)s1
#27 COC(=O)C1=C(c2ccc(F)cc2OCc2ccccc2)C[C@@H]2CC[C@H]1N2C(=O)NC(C)C
#28 Cc1ccc(OCC(=O)N(Cc2ccccc2)c2ccccn2)cc1
#29 O=C(COc1cccc(-n2cnnn2)c1)Nc1ccc([N+](=O)[O-])cc1
#30 O=C(CNC(=O)c1ccccc1)NCC(=O)OCc1ccccc1Cl
#31 Cc1c(N2C(=O)C(C)SC23C(=O)Nc2ccccc23)c(=O)n(-c2ccccc2)n1C (centres undefined)
#32 Cn1c(N)c(C#N)c(C#N)c1-c1ccccc1

entry no. | 25 | 26 | 27 | 28 | 29 | 30 | 31 | 32
AMA1 RON2 block | -1% | 1% | 6% | -3% | 6% | 16% | 2% | -4%
CHX counter | 43* | x | x | 32* | 0 | 2 | -1 | 20
Pf growth 96h | 85%[activator] | u | u | 227%[activator] | u | 6% | x | 190%[activator]
Pf growth 48h | 86%[activator] | 12µM* | 9.3µM* | -18% | -19% | 11% | -15% | -1%
Shiga inhibitor | 62* | x | x | 3 | -4 | -4 | -12 | 13
TbPYK inhibitor | 4% | 3% | 8% | -18% | 3% | 3% | -6% | -11%
LmPK inhibitor | 0% | x | x | -3% | 2% | 1% | 5% | -5%

The final 4 compounds of the part before lead into the next:
#29 O=C(COc1cccc(-n2cnnn2)c1)Nc1ccc([N+](=O)[O-])cc1
#30 O=C(CNC(=O)c1ccccc1)NCC(=O)OCc1ccccc1Cl
#31 Cc1c(N2C(=O)C(C)SC23C(=O)Nc2ccccc23)c(=O)n(-c2ccccc2)n1C (centres undefined)
#32 Cn1c(N)c(C#N)c(C#N)c1-c1ccccc1
#33 CSc1ncccc1C(=O)N(C)CC(=O)Nc1cccc(F)c1
#34 COc1ccc(-c2csc3ncnc(N4CCN(S(=O)(=O)c5ccc(C)cc5)CC4)c23)cc1
#35 COc1cc(C(=O)N=c2sc3c(C)ccc(OC)c3n2C)cc(OC)c1OC
#36 Cc1cccc(N2CCN(C(=O)CN3C(=O)NC4(CCCCCC4)C3=O)CC2)c1C
#37 CC[C@H](C)[C@H](NC(N)=O)C(=O)NNC(=O)c1ccc(COc2cccc3cccnc23)cc1
#38 CCCCc1ccc(C2C3=C(CC(C)(C)CC3=O)NC3=C2C(=O)c2ccccc23)cc1 (centres undefined)
#39 O=C(Nc1ccc(F)cc1)c1cc2cc(Cl)ccc2[nH]1
#40 CN(C[C@@H](CC1CCCCC1)N(C[C@H](Cc1ccccc1)N(CCc1ccccc1)N=O)N=O)N=O

entry no. | 29 | 30 | 31 | 32 | 33 | 34 | 35 | 36 | 37 | 38 | 39 | 40
AMA1 RON2 block | 6% | 16% | 2% | -4% | -1% | -5% | -9% | -7% | 39%[activator] | -11% | 6% | -2%
CHX counter | 0 | 2 | -1 | 20 | -4 | x | 13 | x | 4 | -3 | 16* | -3
Pf growth 96h | u | 6% | x | 190%[activator] | 24% | u | u | u | 8% | u | -5% | 12µM*
Pf growth 48h | -19% | 11% | -15% | -1% | 3% | 12µM* | -14% | -4% | 1% | 13µM* | x | u
Shiga inhibitor | -4 | -4 | -12 | 13 | -8 | x | 39 | x | 34 | -11 | 32* | -11
TbPYK inhibitor | 3% | 3% | -6% | -11% | -1% | -8% | 2% | 1% | -15% | -3% | -5% | -4%
LmPK inhibitor | 2% | 1% | 5% | -5% | -8% | x | 4% | x | -1% | 2% | -4% | -2%

#41 N#Cc1cccc(NC(=O)Cn2cnc(S(=O)(=O)N3CCOCC3)c2)c1
#42 O=C(NCCCn1ccnc1)c1cc(-c2ccc(Br)cc2)on1
#43 COc1ccc(CCN(C)C(=O)c2c(C)noc2C)cc1OC
#44 O=C(/C=C/c1cc([N+](=O)[O-])ccc1OC(F)F)Nc1cccc(OC(F)F)c1
#45 O=C(O)CCc1ccc(-c2ccccc2)n1CC1CCCO1 (centres undefined)
#46 COc1cccc(-c2nc(CS(=O)(=O)CC(=O)Nc3ccc(F)cc3F)c(C)o2)c1
#47 CC(C)n1c(O)c(/C=C2\C=Nc3ccccc32)sc1=Nc1ccccc1
#48 Cc1ccc(C)c(-c2[nH]ncc2CN2CCCC(CO)(Cc3ccccc3C)C2)c1 (centres undefined)

entry no. | 41 | 42 | 43 | 44 | 45 | 46 | 47 | 48
AMA1 RON2 block | 1% | -3% | 47%[activator] | 0% | 7% | 14% | -7% | -14%
CHX counter | 1 | 29* | x | -3 | -4 | -2 | 5 | -1
Pf growth 96h | -11% | 4% | u | 8.3µM* | x | 8% | -4% | u
Pf growth 48h | 17% | -16% | -12% | u | 1% | 8% | u | u
Shiga inhibitor | -8 | 59 | x | -8 | -13 | -4 | 28 | -5
TbPYK inhibitor | -25% | -4% | 0% | -3% | -8% | 1% | -3% | 2%
LmPK inhibitor | 3% | 8% | x | -1% | 0% | -2% | 4% | 8%

#49 C=CCn1c(SCC(=O)O)nnc1-c1ccccc1
#50 CC(C)N(Cc1ccccc1)C(=O)/C=C/c1ccccc1[N+](=O)[O-]
#51 O=C(c1ccc(Cl)cc1)c1nnc(-c2ccncc2)o1
#52 Cc1cccc(C(=O)NCCc2nnc(SCC(=O)Nc3cccc(C(=O)O)c3)n2C)c1
#53 Cc1csc(SCc2nc3sc4c(c3c(=O)[nH]2)CCC4)n1
#54 O=C(N/N=C/c1cn(Cc2ccccc2)c2ccccc12)c1ccncc1
#55 Clc1ccc(-n2cc(-c3ccc(Br)cc3)[n+]3c2CCCCC3)cc1
#56 COc1ccc(C2c3c(oc4ccccc4c3=O)C(=O)N2Cc2ccncc2)cc1 (centres undefined)
#57 CCNS(=O)(=O)c1ccc(CCC(=O)N2CCN(c3ccccc3)CC2)cc1
#58 COc1coc(/C=C/C(=O)O)cc1=O
#59 Cc1nc2scc(C)n2c(=O)c1S(=O)(=O)Nc1ccc(N2CCOCC2)cc1

entry no. | 49 | 50 | 51 | 52 | 53 | 54 | 55 | 56 | 57 | 58 | 59
AMA1 RON2 block | 8% | u | 6% | -17% | 9% | 7% | -9% | x | u | 0% | -4%
CHX counter | -3 | -2 | 0 | -2 | -3 | 17 | 1 | -5 | -3 | 10 | -2
Pf growth 96h | -8% | -4% | -1% | -3% | -11% | 0% | u | 7% | -27% | -36% | -1%
Pf growth 48h | 10% | 10µM* | 16% | 7% | 2% | u | u | 24% | -16% | 20% | 4%
Shiga inhibitor | 1 | -16 | -15 | -8 | -2 | -5 | 7 | 12 | -10 | 19 | 7
TbPYK inhibitor | -4% | -10% | -4% | -11% | 2% | -1% | 10% | x | 0% | 7% | 5%&-1%
LmPK inhibitor | -5% | 4% | -2% | -11% | 5% | 6% | 4% | 2% | 5% | 1% | -2%

Compounds as they come, and some 21% of all compounds hit somewhere here.
